RGS7-Gao reg = human RGS7-Galphao interaction regulation; P09471; Multiplexed bead flow cytometry, RGS7-Galphao binding; actives lie on both sides; binding response (% of control), % at 10 µM; hit rate 0.35% among 220,000; AID 1439; in the data active means binding response below about 49% or above about 150%; inconclusive means no clear call, values can overlap the other calls; inactive means in between;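 further: fluorescent Galphao held in activated GDP-AlF4 state binding bead-coupled RGS7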
Target sequence (P09471 whole entry, looked up): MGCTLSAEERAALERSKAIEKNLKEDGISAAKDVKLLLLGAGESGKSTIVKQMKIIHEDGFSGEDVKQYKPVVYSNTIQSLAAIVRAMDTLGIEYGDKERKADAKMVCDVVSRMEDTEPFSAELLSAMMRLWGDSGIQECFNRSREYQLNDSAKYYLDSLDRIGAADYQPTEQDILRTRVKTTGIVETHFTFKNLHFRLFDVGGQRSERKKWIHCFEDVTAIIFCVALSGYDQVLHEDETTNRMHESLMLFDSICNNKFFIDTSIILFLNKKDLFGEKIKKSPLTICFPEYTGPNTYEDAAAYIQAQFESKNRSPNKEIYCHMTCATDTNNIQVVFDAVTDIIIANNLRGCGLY
Bim-Bfl-1 = disrupts Bim binding to human Bfl-1; Q16548; Bead-based flow cytometry, Bim-Bfl-1 binding inhibition; inhibition, % at 10 µM; hit rate 0.12% among 190,000; AID 1008;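 further: 0% = wells without compound plus tracer and 100% = blocker peptide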
Mcl1 Noxa PPI = Mcl-1/Noxa interaction inhibition; Q07820; TR-FRET Mcl-1/Noxa peptide binding, 2 h; inhibition, % at 21.7 µM; hit rate 1.5% among 220,000;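 active means compounds that cut the protein-peptide binding signal by more than 50% relative to plate controls in a single-dose test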;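 further: His-tagged Mcl-1 with rhodamine Noxa BH3 peptide and terbium anti-His antibody; 0% = Mcl-1 plus Noxa peptide wells and 100% = peptide-only wells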
Bim-Mcl-1 = human Bim-Mcl-1 interaction inhibition; inhibition, % at 10 µM; AID 1009; Bead-based flow cytometry, Bim peptide-Mcl-1 binding; hit rate 0.1% among 190,000; Q07820;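 further: 0% = no compound tracer wells and 100% = peptide blocker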
Bim-Bcl-W = inhibitors of Bim-Bcl-W interaction, human; bead-based flow cytometry, Bim peptide-Bcl-W binding; AID 952; hit rate 0.02% among 190,000; Q92843; inhibition, % at 10 µM;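 further: 0% = bound tracer without compound and 100% = peptide blocker; higher means less fluorescent Bim peptide bound to Bcl-W beads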
Target sequence (Q92843 whole entry, looked up): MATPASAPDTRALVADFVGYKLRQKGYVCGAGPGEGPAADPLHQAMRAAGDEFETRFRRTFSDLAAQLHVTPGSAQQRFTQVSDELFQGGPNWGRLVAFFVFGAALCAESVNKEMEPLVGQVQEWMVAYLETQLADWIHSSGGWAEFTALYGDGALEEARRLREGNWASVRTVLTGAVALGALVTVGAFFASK
Mcl1 Bid PPI = Mcl-1/Bid interaction inhibition; Q07820; TR-FRET Mcl-1/Bid-Dy647 peptide binding, 1536-well; inhibition, % at 21.7 µM; hit rate 0.97% among 220,000; AID 1021;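 active means compounds that cut the binding signal by more than half at the single screening dose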;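 further: His-tagged Mcl-1 with europium anti-His antibody binding Bid BH3 peptide; 0% = Mcl-1 plus peptide wells and 100% = peptide-only wells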
RGS4-Gao reg = human RGS4-Galphao interaction regulation | P09471 | Multiplexed bead flow cytometry, RGS4-Galphao binding; actives lie on both sides | binding response (% of control), % at 10 µM | hit rate 0.33% among 220,000; in the data active means binding response below about 49% or above about 150%; inactive means in between;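 further: fluorescent Galphao activated with aluminum fluoride binding bead-coupled RGS4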
Bcl-B Bim block = human Bim-Bcl-B interaction inhibition; Q9HD36; bead-based flow cytometry, Bim peptide-Bcl-B binding; inhibition, % at 10 µM; hit rate 0.073% among 190,000; AID 951;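 further: 0% = tracer peptide without compound and 100% = reference inhibitor peptide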
Bim-Bcl-2 = disrupts Bim peptide binding to human Bcl-2; P10415; Bead-based flow cytometry, Bim peptide-Bcl-2 binding; inhibition, % at 10 µM; hit rate 0.06% among 190,000; AID 950; in the data active means inhibition above about 40%; inconclusive means no clear call, values can overlap the other calls;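 further: 0% = no compound wells with probe peptide and 100% = reference peptide inhibitor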
Target sequence (P10415 whole entry, looked up): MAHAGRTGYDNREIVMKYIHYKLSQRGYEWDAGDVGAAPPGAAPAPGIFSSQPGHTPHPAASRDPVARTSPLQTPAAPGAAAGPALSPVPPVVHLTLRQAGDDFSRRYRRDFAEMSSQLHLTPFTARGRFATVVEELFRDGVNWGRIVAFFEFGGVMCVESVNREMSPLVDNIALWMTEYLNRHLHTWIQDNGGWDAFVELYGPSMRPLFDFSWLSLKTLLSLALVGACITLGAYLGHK
RGS8-Gao = human RGS8-Galphao interaction regulation; response (percent of control binding), % at 10 µM; multiplexed bead flow cytometry, RGS8-Galphao binding; actives lie on both sides; hit rate 0.34% among 220,000; P09471; in the data active means response below about 60% or above about 140%; inactive means in between;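 further: Galphao activated as the GDP aluminium fluoride complex binding bead-coupled RGS8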
Bim-Bcl-XL = human Bim-Bcl-XL interaction inhibition | Q07817 | Bim peptide-Bcl-XL binding, bead flow cytometry, fluorescence | inhibition, % at 10 µM | hit rate 0.04% among 190,000 | AID 1007
Target sequence (Q07817 whole entry, looked up): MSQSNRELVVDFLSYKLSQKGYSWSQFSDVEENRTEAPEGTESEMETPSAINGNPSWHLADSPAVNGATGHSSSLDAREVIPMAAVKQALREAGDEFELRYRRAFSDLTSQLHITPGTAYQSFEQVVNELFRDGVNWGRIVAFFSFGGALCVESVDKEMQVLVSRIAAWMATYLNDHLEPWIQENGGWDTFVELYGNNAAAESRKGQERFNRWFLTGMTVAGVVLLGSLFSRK
Active calls of the source: *; ? = inconclusive; nt = not tested or not shown. Unless noted, no stated cut-off is given here; in the data, active means inhibition above about 40%.

SMILES	RGS7-Gao reg	Bim-Bfl-1	Mcl1 Noxa PPI	Bim-Mcl-1	Bim-Bcl-W	Mcl1 Bid PPI	RGS4-Gao reg	Bcl-B Bim block	Bim-Bcl-2	RGS8-Gao	Bim-Bcl-XL
CCOC(=O)CSc1nc(C)[nH]c1[N+](=O)[O-]	119.8	-5.0	14.1	1.0	0.0	-30.7	101.8	1.0	-1.0	98.5	2.0
CN(CC(=O)Nc1cccc2c1CCCC2)S(=O)(=O)c1ccc(Cl)cc1	96.1	-4.0	-28.7	-3.0	-2.0	3.0	94.5	-2.0	-5.0	100.3	-3.0
Cc1nn2c(=O)c(NC(=O)c3ccc(Cl)cc3)cnc2s1	100.2	-2.0	6.4	-4.0	-8.0	8.2	98.2	-6.0	-5.0	101.5	-4.0
COc1ccc(CNC(=O)COC(=O)CC2CC3CCC2C3)cc1OC (centres undefined)	101.8	-4.0	17.6	-2.0	-2.0	-11.8	101.6	-4.0	-1.0	99.0	-5.0
CC(NC(=O)C(C(=O)c1cccc([N+](=O)[O-])c1)n1cc(Cl)ccc1=O)c1ccccc1 (centres undefined)	100.8	-5.0	2.1	0.0	0.0	-42.6	100.7	-4.0	-3.0	100.5	-1.0
C/C(=N/NC(=O)CNC(=O)C1COc2ccccc2O1)c1cccc(O)c1 (centres undefined)	104.7	-4.0	-8.4	-3.0	0.0	-3.3	103.8	-5.0	0.0	106.9	-2.0
NC(=O)c1ccc[n+](CC(=O)OCCC23CC4CC(CC(C4)C2)C3)c1	105.1	7.0	-6.1	4.0	2.0	-4.7	103.1	12.0	13.0	103.8	2.0
Cc1cc(Br)c(NC(=O)COn2nnc3ccc(S(C)(=O)=O)cc32)c(Br)c1	102.9	-1.0	10.5	-2.0	-1.0	-11.2	102.2	-1.0	-1.0	103.5	0.0
CC(=O)N1N=C(c2ccncc2)OC12CCCCCC2	100.1	-3.0	-0.4	-4.0	-5.0	1.8	99.9	-6.0	-3.0	100.4	-4.0
COc1cccc(NC(=O)Cn2c(=O)c3c(ncn3Cc3ccccc3)n(Cc3ccccc3)c2=O)c1	103.8	0.0	6.8	1.0	1.0	-49.3	107.4	-1.0	-1.0	104.4	0.0
Cc1ccc(CONC(=O)/N=C/N(C)C)cc1	99.8	-21.0	17.5	-6.0	-6.0	8.2	101.4	-14.0	-15.0	100.4	-12.0
COc1cc(C2C(Oc3ccccc3C)C(=O)N2Cc2ccc(F)cc2)cc(OC)c1OC (centres undefined)	101.1	-10.0	6.4	0.0	0.0	-14.2	101.8	-9.0	-17.0	105.8	-5.0

Three structures from above, arranged by heavy-atom count, highest first.
SMILES	RGS7-Gao reg	Bim-Bfl-1	Mcl1 Noxa PPI	Bim-Mcl-1	Bim-Bcl-W	Mcl1 Bid PPI	RGS4-Gao reg	Bcl-B Bim block	Bim-Bcl-2	RGS8-Gao	Bim-Bcl-XL
COc1cccc(NC(=O)Cn2c(=O)c3c(ncn3Cc3ccccc3)n(Cc3ccccc3)c2=O)c1	103.8	0.0	6.8	1.0	1.0	-49.3	107.4	-1.0	-1.0	104.4	0.0
COc1cc(C2C(Oc3ccccc3C)C(=O)N2Cc2ccc(F)cc2)cc(OC)c1OC (centres undefined)	101.1	-10.0	6.4	0.0	0.0	-14.2	101.8	-9.0	-17.0	105.8	-5.0
CC(NC(=O)C(C(=O)c1cccc([N+](=O)[O-])c1)n1cc(Cl)ccc1=O)c1ccccc1 (centres undefined)	100.8	-5.0	2.1	0.0	0.0	-42.6	100.7	-4.0	-3.0	100.5	-1.0

(listing goes on)
SMILES	RGS7-Gao reg	Bim-Bfl-1	Mcl1 Noxa PPI	Bim-Mcl-1	Bim-Bcl-W	Mcl1 Bid PPI	RGS4-Gao reg	Bcl-B Bim block	Bim-Bcl-2	RGS8-Gao	Bim-Bcl-XL
Cc1cn(C2C=CC(CO)O2)c(=O)[nH]c1=O (centres undefined)	99.2	-4.0	5.8	-17.0	-3.0	-5.1	92.5	-11.0	nt	94.0	-20.0
Cc1cc(CNC(=O)c2cc(-c3ccccc3)nc3ccccc23)nn1C	?	-6.0	8.9	0.0	0.0	4.8	99.6	-3.0	-3.0	101.4	-1.0
CC(C)c1onc(C(=O)N2CCOCC2)c1[N+](=O)[O-]	103.3	-4.0	-15.1	1.0	0.0	-3.0	97.0	-3.0	0.0	97.9	-2.0
COc1cc(C(=O)OCc2ccc([N+](=O)[O-])cc2)cc(OC)c1OC	102.5	-1.0	-0.5	17.0	-3.0	-102.0	98.2	4.0	-1.0	98.4	-1.0
CS(=O)(=O)N1CCN(c2nc3ccccc3s2)CC1	99.3	-23.0	2.3	-5.0	-5.0	-9.7	100.1	-11.0	-10.0	100.2	-11.0
CCN1CCCC1CN(Cc1cc2c(C)cc(C)cc2[nH]c1=O)C(=O)NC1CCCCC1 (centres undefined)	109.6	-1.0	14.6	0.0	-2.0	-5.0	103.1	0.0	-1.0	113.3	-2.0
Cc1ccc(S(=O)(=O)CCC(=O)Nc2ccc3nc(C)sc3c2)cc1	106.4	0.0	19.8	2.0	2.0	-10.2	102.1	-3.0	0.0	96.2	-2.0
CC1CCCCN1C(C(=O)O)c1ccccc1 (centres undefined)	97.5	3.0	10.6	5.0	3.0	15.1	98.2	2.0	2.0	111.9	3.0
COc1ccc(-c2nnc(-c3cc4c(ccc5ccccc54)oc3=O)o2)cc1	86.8	-2.0	63.8*	3.0	2.0	34.1	85.7	1.0	0.0	97.1	2.0
Cc1ccccc1/C=N/NC(=O)Cn1cnc([N+](=O)[O-])n1	101.3	-7.0	-9.0	0.0	8.0	-7.2	101.1	-4.0	-4.0	nt	-8.0
COc1ccc2[nH]c(C(=O)O)c(CCNC(C)=O)c2c1	104.3	-3.0	-0.9	0.0	-3.0	-9.4	104.6	2.0	0.0	102.3	0.0
COc1cc(OC)cc(C(=O)NC(C(=O)O)C23CC4CC(CC(C4)C2)C3)c1 (centres undefined)	100.0	-3.0	23.6	-2.0	0.0	-1.6	102.0	-1.0	-7.0	101.0	-7.0
Cc1ccc(N(C(C)C(=O)Nc2ccc3c(c2)OCO3)S(C)(=O)=O)cc1 (centres undefined)	96.7	-16.0	11.7	-2.0	1.0	-1.6	98.5	-5.0	-5.0	98.6	-4.0
Cc1sc2ncn(C(C)C(=O)OC3CCCCC3)c(=O)c2c1C (centres undefined)	95.8	-1.0	5.4	-1.0	-2.0	4.6	98.8	-3.0	0.0	101.3	-3.0
CS(=O)(=O)N(CC(=O)N1CCN(Cc2ccc3c(c2)OCO3)CC1)C1CCCCC1	94.7	-4.0	5.7	0.0	-2.0	-64.8	98.4	-2.0	-5.0	96.1	-3.0
Cc1cc(C(=O)O)oc(=O)c1	?	nt	20.2	nt	nt	-18.3	102.9	nt	nt	101.4	nt
O=C(COc1ccccc1Cl)Nc1cnn(Cc2ccccc2)c1	99.2	-12.0	-8.4	0.0	0.0	-21.2	97.7	-2.0	-8.0	100.8	-5.0
CCOC(=O)C1=C(O)C(=O)N(c2ccc(S(N)(=O)=O)cc2)C1c1ccccc1 (centres undefined)	104.3	-15.0	9.9	-3.0	-1.0	-32.4	102.6	-7.0	-8.0	101.8	-2.0
CCc1ccc(NC(=O)CN(N=Nc2nonc2C)c2nonc2C)cc1	111.3	-8.0	-7.4	-8.0	-2.0	0.1	102.8	-6.0	-6.0	100.5	-1.0
CNC(=S)N/N=C/c1ccc2c(c1)OCCO2	97.1	-3.0	-10.8	-10.0	-6.0	-21.1	100.0	-9.0	-6.0	101.5	-8.0
Cc1ccc(C)c(N(Cc2ccccc2F)S(C)(=O)=O)c1	97.8	0.0	13.2	-5.0	-3.0	-7.9	98.6	-4.0	-6.0	92.6	-2.0
CC1(C)Cc2c(c(-c3ccccc3)[nH]c(=O)c2C#N)CO1	99.3	-13.0	-4.4	0.0	0.0	-7.5	96.5	-5.0	-4.0	97.2	-17.0
CCN(CC)C(=N)/C(C#N)=N/Nc1ccc(C)cc1	?	nt	2.0	nt	nt	-36.8	89.3	nt	nt	96.4	nt
CCN1CCc2c(C#N)c(NCc3ccccc3)nc(N(CC)CC)c2C1	103.3	-3.0	-1.5	0.0	-2.0	-29.5	103.7	-6.0	-8.0	108.8	-4.0
CC(C)NC(=O)/C(C#N)=C/c1ccc2c(c1)OCCO2	100.9	0.0	17.7	0.0	-2.0	-8.7	102.5	-1.0	0.0	102.8	-4.0
COc1ccccc1NC(=O)c1ccc(-c2nn(C)c(=O)c3ccccc23)cc1	101.4	-6.0	-0.6	0.0	0.0	-15.8	99.3	-3.0	0.0	99.9	0.0
O=C(CNC(=O)c1ccco1)N/N=C/c1cccs1	nt	nt	0.1	nt	nt	-39.2	98.1	nt	nt	95.8	nt
OCCCCCN=c1cc(-c2ccccc2)oc2ccc(Cl)cc12	114.3	0.0	7.5	-1.0	-3.0	2.8	114.8	-2.0	0.0	114.8	0.0
O=C(COc1ccc2ccccc2c1)NNC(=O)Cc1ccccc1	99.0	-6.0	-76.9	-1.0	0.0	-63.0	101.6	-6.0	-2.0	100.5	-4.0
Cc1cn2c(-c3ccc(Cl)cc3)nnc2s1	105.1	-10.0	18.9	0.0	1.0	-10.3	105.4	-6.0	-4.0	102.5	0.0
CCOC(=O)Cn1nc(-c2ccccc2)nc1-c1ccccc1	101.6	0.0	-11.6	0.0	-7.0	-1.9	98.5	0.0	2.0	102.8	-6.0
O=C(Nc1nnc(SCc2cccc3ccccc23)s1)C1COc2ccccc2O1 (centres undefined)	102.6	-12.0	12.3	-7.0	-6.0	4.6	102.1	-14.0	-3.0	102.4	-9.0
COc1cc(NC(=O)C(C)C)ccc1NC(=O)c1ccco1	101.8	1.0	13.5	0.0	1.0	-21.7	103.2	2.0	2.0	108.0	0.0
CCN1CCN(Cc2ccc(NC(=O)c3ccc(C)c(NC(=O)c4nccn4C)c3)cc2C(F)(F)F)CC1	?	nt	16.9	nt	nt	-3.5	100.3	nt	nt	100.3	nt
C=C(C)CNC(=S)Nc1cccc2cnccc12	98.5	-2.0	11.5	-1.0	-7.0	-42.1	101.7	-10.0	-7.0	104.2	-9.0
COc1ccccc1-c1nnc(SCC(=O)N2CCC(C)CC2)o1	97.3	-4.0	32.4	-4.0	0.0	-7.8	98.2	-9.0	-6.0	97.7	-3.0
O=C(NCCOCCOCCNC(=O)c1ccccc1)c1ccccc1	101.3	-5.0	-10.9	-1.0	-2.0	-14.9	97.7	-2.0	-4.0	100.2	-3.0
CC(/C=C/c1ccco1)=N\NC(=O)c1cccnc1	96.7	-5.0	nt	-1.0	1.0	-38.3	101.8	3.0	-6.0	97.5	2.0
CCc1c(O)nc(SCC(=O)N(CC)CC)[nH]c1=O	96.9	1.0	7.6	1.0	0.0	-12.0	102.5	3.0	-3.0	108.3	1.0
NC(=O)c1sc2nc3c(cc2c1N)CCCCCC3	?	nt	3.3	nt	nt	-34.1	104.9	nt	nt	106.2	nt
Cc1cc(C)c(NC(=O)C(C)Sc2nc3ccc(N4C(=O)c5ccccc5C4=O)cc3s2)c(C)c1 (centres undefined)	95.1	-9.0	nt	2.0	0.0	-5.4	95.7	-2.0	-3.0	102.4	1.0
CCOC(=O)c1ccc(CC(=O)c2oc3cc(O)ccc3c2C)o1	95.4	-15.0	29.1	-3.0	-2.0	-25.2	99.5	-11.0	-14.0	97.5	-9.0
Cn1c(N)c(C(=O)COC(=O)COc2ccc(C#N)cc2)c(=O)n(C)c1=O	?	nt	-16.9	nt	nt	-16.2	95.3	nt	nt	97.0	nt
O=C(N/N=C/c1ccco1)C1(O)c2ccccc2-c2ccccc21	?	nt	3.4	nt	nt	28.4	99.8	nt	nt	100.6	nt

Source: PubChem BioAssay

No enrichment for hits (roughly 2.7% active in at least one column).
